Screening results deposited in PubChem by The Scripps Research Institute Molecular Screening Center.
TbREL1 primary = TbREL1 inhibition, primary screen | P86926 | TbREL1 RNA ligation, FRET fluorescence | inhibition, % at 9.66 µM | actives 0.49% (n = 89,000) | AID 1117264;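 active = inhibition above the mean inhibition across all screened compounds plus 3 SD, cut at about 11% in these data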;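 also: 0% = plate median of test wells and 100% = NSC42067 control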
Target sequence (P86926 whole entry, looked up): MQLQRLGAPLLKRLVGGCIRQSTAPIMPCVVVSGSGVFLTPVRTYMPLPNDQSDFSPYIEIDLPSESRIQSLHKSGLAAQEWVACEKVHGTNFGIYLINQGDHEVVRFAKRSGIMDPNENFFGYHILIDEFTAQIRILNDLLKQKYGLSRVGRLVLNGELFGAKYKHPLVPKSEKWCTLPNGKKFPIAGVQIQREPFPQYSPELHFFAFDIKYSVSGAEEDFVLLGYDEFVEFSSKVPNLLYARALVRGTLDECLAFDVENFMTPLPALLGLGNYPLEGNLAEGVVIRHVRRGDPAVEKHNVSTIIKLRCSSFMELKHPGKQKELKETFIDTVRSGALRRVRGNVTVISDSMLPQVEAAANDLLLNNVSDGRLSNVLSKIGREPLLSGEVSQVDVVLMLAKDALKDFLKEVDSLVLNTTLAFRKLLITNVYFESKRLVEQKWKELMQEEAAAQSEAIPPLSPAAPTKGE
Numbers without * were called inactive. A portion of the library, so the mix of outcomes need not match the whole.

SMILES	TbREL1 primary
CCOC(=O)c1c(C)nc2sc3c(=O)n(-c4ccc(C)cc4)cnc3c2c1-c1ccc(OC)cc1	1
CC(C)CCNC(=S)Nc1ccc([N+](=O)[O-])cc1	4
COc1cc(OC)cc(C(=O)NC(C(=O)N2CCC2)C(C)C)c1 (stereo not drawn)	1
CCOc1ccc(S(=O)(=O)N2CCOCC2)cc1NC(=O)c1ccc(N2CCCC2=O)cc1	1
Cc1cccc(Cc2cnc(NC(=O)CN3C(=O)/C(=C/c4ccccc4)SC3=S)s2)c1	2
CC(=O)c1ccc(OCCCC(=O)OCc2nnc(-c3ccc(Cl)cc3)o2)cc1	-3
CSc1ccc(/C=C/C(=O)c2ccc(NC(=O)Cc3ccccc3)cc2)cc1	4
O=C(COC(=O)COc1ccccc1)NC12CC3CC(CC(C3)C1)C2	-1
CC(=O)n1cc([C@@H]2C=C(C(=O)O)O[C@H](OCc3ccc(CO)cc3)C2)c2ccccc21	-1
CCSc1nc2sc3c(c2c(=O)[nH]1)CCCC3	1
Cc1ccc2[nH]c3c(=O)n(CCN4CCOCC4)cnc3c2c1	3
COc1ccc(C(=O)Nc2cccc(S(=O)(=O)N(C)C)c2)cc1S(=O)(=O)N1CCOCC1	-3
O=C(CSc1nnc(CNc2ccccc2)o1)N1CCCc2ccccc21	-3
CC(=O)N(/C=C1\SC(=S)N(c2ccccc2)C1=O)c1ccccc1	-5
N#CCCN(C(=O)COC(=O)c1cccc(S(=O)(=O)N2CCCCCC2)c1)c1ccc(F)cc1	-1
CCN(C(=O)COC(=O)CSc1ccc(F)cc1)c1c(N)n(Cc2ccccc2)c(=O)[nH]c1=O	2
CC1Cc2ccccc2N1C(=O)CN1C(=O)NC(C)(CCc2ccccc2)C1=O (stereo not drawn)	-4
Clc1ccc(-c2noc(COc3ccccc3)n2)cc1	2
C[C@H]1[C@@H](NC(=O)/C=C/c2ccccc2)CC[C@@]23CCCN2C(=O)CCC[C@@H]13	-2
COc1ccc(-c2n[nH]c(=S)n2Cc2ccco2)cc1	1
CCOc1cc2c(cc1/C=C/C(=O)O)OC(C)C2 (stereo not drawn)	-2
Cc1cccc(NC(=O)C2CCN(c3nnc(-n4cccc4)s3)CC2)c1C	-4
CC1(C)CC(=O)C=C(NCCCNC2CCCCC2)C1	-2
c1ccc(CNc2nc(NCCc3ccncc3)c3sccc3n2)cc1	0
CN(C)c1cc(N)c2ccccc2n1 (tested in a mixture with another compound)	1

Copied from above for reference:
SMILES	TbREL1 primary
COc1cc(OC)cc(C(=O)NC(C(=O)N2CCC2)C(C)C)c1 (stereo not drawn)	1
CCOc1ccc(S(=O)(=O)N2CCOCC2)cc1NC(=O)c1ccc(N2CCCC2=O)cc1	1
Cc1cccc(Cc2cnc(NC(=O)CN3C(=O)/C(=C/c4ccccc4)SC3=S)s2)c1	2
CC(=O)c1ccc(OCCCC(=O)OCc2nnc(-c3ccc(Cl)cc3)o2)cc1	-3
CSc1ccc(/C=C/C(=O)c2ccc(NC(=O)Cc3ccccc3)cc2)cc1	4
O=C(COC(=O)COc1ccccc1)NC12CC3CC(CC(C3)C1)C2	-1

Following part
SMILES	TbREL1 primary
Cc1cccc(Nc2c(-c3ccc(N4CCOCC4)cc3)nc3ncccn23)c1	-4
CS(=O)(=O)c1ccc(N2CCN(S(=O)(=O)c3cccs3)CC2)c([N+](=O)[O-])c1	3
c1cc(-c2nnc3n2N=C(c2ccc4c(c2)OCO4)CS3)ccn1	3
CCCCN(C)C(=O)CNc1nnnn1-c1ccccc1	-3
Cc1cccnc1-n1c(CCN2C(=O)c3ccccc3C2=O)nc2ccccc2c1=O	-1
CC(C)CN(C(=O)C1CC1)C1CCS(=O)(=O)C1 (stereo not drawn)	5
O=C(NCCc1ccccc1)c1cccnc1	2
COc1cc(N2C(=O)CSC23C(=O)Nc2ccccc23)cc(OC)c1OC (stereo not drawn)	-1
O=C(c1ccc(-c2ccccc2)cc1)N1CCC(C(=O)N2CCCC2)CC1	3
CC(=O)Nc1ccccc1-c1nc2ccc(C(=O)N3CCN(c4cccc(C)c4)C(C)C3)cc2[nH]c1=O (stereo not drawn)	-4
CCCC(c1nnnn1CC(=O)OCC)N(Cc1cc2c(C)cc(C)cc2[nH]c1=O)C1CCCC1 (stereo not drawn)	3
CC12COC3(C(=O)Nc4nccs4)CC1CCC32C (stereo not drawn)	1
COC(=O)c1ccc(OC(=O)CCc2cc(OC)c(OC)c(OC)c2)cc1	0
COc1ccc(CNC(=O)C2CC(c3ccc(C(F)(F)F)cc3)=NO2)cc1 (stereo not drawn)	-2
Cc1ccc(-c2nn(CC(=O)NCCN3CCOCC3)c(=O)c3ccccc23)cc1	-2
Cc1ccc(C)c(N2CCN(C(=O)CCc3nc(-c4ccc(Cl)cc4)no3)CC2)c1	2
Cc1occc1CNc1ncnc2ccc(-c3ccc4c(c3)OCO4)cc12	-4
CC(C)NC(=O)NC(=O)COC(=O)Cc1c(F)cccc1Cl	-5
COCCN(C(=O)/C=C/c1ccccc1)c1c(N)n(Cc2ccccc2)c(=O)[nH]c1=O	2
Cc1ccccc1C(=O)N/N=C/c1ccc(OCC(=O)N2CCCCC2)cc1	-2
O=C1CN2NC(=S)N(c3ccc(Cl)cc3)C2=CN1c1ccc(Cl)cc1	-6
CCC(C)[C@H](NC(=O)N1CCC(Cc2ccccc2)CC1)C(=O)O (stereo partly drawn)	-3
COc1ccc2nc(NC(=O)c3ccc(Br)s3)sc2c1	4
CCCCCN(C(=O)CCC(=O)OCc1cccc(Cl)c1)c1c(N)n(CCCC)c(=O)[nH]c1=O	-1
O=C(NC1CCCCC1)c1cc(S(=O)(=O)N2CCCCC2)ccc1N1CCOCC1	3
Following part.
SMILES	TbREL1 primary
Cn1cccc1C(=S)N1CCOCC1	4
Cc1ccc(S(=O)(=O)N2C(=O)c3cccc4cccc2c34)cc1	-1
COc1ccccc1CCn1cnc(C)c1CC(C)C	5
Cc1ccc(N2CCCn3c2cc(C)c(C#N)c3=O)cc1Cl	-1
Cc1nc2ccc(NC(=O)c3ccc(S(=O)(=O)N4CCOCC4)cc3)cc2s1	-1
O=C(Nc1ccc(F)cc1)C(c1ccnc2ccccc12)N1CCN(C(=O)c2ccco2)CC1 (stereo not drawn)	2
Cn1[nH]c2c(c1=O)[C@H](c1ccc(F)cc1)O[C@H](CCc1ccccc1)C2	-7
CC(C)N1C(=O)CCC1C(=O)N1CCC(Cc2ccccc2)CC1 (stereo not drawn)	3
CCOC(=O)c1ccc(N=C2SC(C(=O)NCCc3ccccc3)CC(=O)N2C)cc1 (stereo not drawn)	-2
Cc1cc(=O)[nH]c(Nc2c(C)n(C)n(-c3ccccc3)c2=O)n1	-2
O=C(NCCCC(=O)N1CCCCC1)c1ccc(Cl)cc1	2
CC(C)(C)c1ccc(CSc2nnc(-c3ccccn3)n2Cc2ccco2)cc1	-1
Cc1ccc(NC(=O)NC2=N/C(=C(/C#N)C(=O)N3CCCC3)c3ccccc32)cc1	4
Cc1cccc(N2CCN(S(=O)(=O)c3ccc4c(c3)n(C)c(=O)c(=O)n4C)CC2C)c1 (stereo not drawn)	2
CCOC(=O)[C@@H]1[C@H]2COc3cc(OC)ccc3[C@H]2N2C(=O)N(c3ccc(F)cc3)C(=O)[C@@]12C	1
CC1(C)Cc2c(c(N3CCOCC3)nc3sc(C(=O)Nc4cccc(Cl)c4)c(N)c23)CO1	-2
O=C(OCC(=O)N1CCOCC1)c1cnc(Cl)c(Cl)c1	1
CCCC1CCC2(CCCN2CCOC(=S)Nc2ccccc2Br)CC1 (stereo not drawn)	2
COc1ccc(CCC(=O)N2CCN(c3ccccc3)CC2)cc1OC	-4
COc1ccc(C(=O)COC(=O)c2cncc(Br)c2)cc1	1
COC(C[C@@H](O)[C@H](C)[C@H](O)COCc1ccccc1)OC	-2
COc1ccc(CC(=O)NNC(=S)NC(=O)c2cccnc2)cc1	-5
CN(C)C=Nc1ccc2nn(-c3ccccc3)nc2c1	0
O=C(Nc1ccc(N2CCCC2)cc1)c1ccc(Cl)cc1Cl	-7
CCN1CCN(C(=O)c2ccc(Cl)c(S(=O)(=O)N3CCCCCC3)c2)CC1	-2

Ordered by count of non-hydrogen atoms (highest first): part of the list above.
SMILES	TbREL1 primary
Cc1ccc(NC(=O)NC2=N/C(=C(/C#N)C(=O)N3CCCC3)c3ccccc32)cc1	4
Cc1nc2ccc(NC(=O)c3ccc(S(=O)(=O)N4CCOCC4)cc3)cc2s1	-1
COc1ccc(CCC(=O)N2CCN(c3ccccc3)CC2)cc1OC	-4
O=C(NCCCC(=O)N1CCCCC1)c1ccc(Cl)cc1	2

More structures
SMILES	TbREL1 primary
COc1ccc(N(CC(=O)NC(C)C)C(=O)CCC(=O)Nc2ccccn2)cc1	4
Cc1ccn2cc(-c3ccc(NC(=O)c4ccco4)cc3)nc2c1	0
CCC(=O)N1CCC2(CC1)Oc1ccc(Cl)cc1C(=O)C21CC(c2ccccc2)=NO1 (stereo not drawn)	0
COc1ccccc1C1=NNC(=Nc2cccc(S(=O)(=O)N(C)C)c2)SC1	2
COC(=O)C1=C(C)N(Cc2ccccc2C(F)(F)F)C(=NCc2ccc3c(c2)OCO3)NC1c1cccc(F)c1 (stereo not drawn)	13*
CCCN1CCCCC(NC(=O)c2c(F)cccc2F)C1=O (stereo not drawn)	0
CC(C)(C)c1ccc(-c2nnc(SCC(=O)Nc3ccc4c(c3)OCCO4)n2-c2ccc(Cl)cc2)cc1	4
Cc1ccc(C(=O)c2c3ccc(C(F)(F)F)cc3nn2CCC(N)=O)cc1	-2
c1ccc(CN2CN=C(Nc3nc4ccccc4s3)NC2)cc1	1
NS(=O)(=O)c1ccc(NC(=S)NCc2cccc(Cl)c2)cc1	-2
Cc1ccc(-n2c(CSc3nc(C)cc(C)n3)nnc2SCC(=O)N2CCCC2)cc1	-2
O=C(NC1(C(F)(F)F)NC(=O)N(Cc2ccccc2)C1=O)c1cccs1 (stereo not drawn)	6
COc1cc(OC)cc(C(=O)NC2CC3CCC(C2)N3C)c1 (stereo not drawn)	5
CC(OC1=CC(=O)CCC1)C(=O)c1ccccc1 (stereo not drawn)	3
O=C(NC1CCCCC1)N(CCN1CCOCC1)Cc1cc2cc3c(cc2[nH]c1=O)OCCO3	1
COc1cc(OC)c2ccc(=O)oc2c1C(CCN1CCOCC1)c1ccc2c(c1)OCO2 (stereo not drawn)	0
COc1ccc(Nc2nnc(C)c(=O)[nH]2)c(OC)c1	8
COc1ccc(S(=O)(=O)N2CCOCC2)cc1C(=O)N1CCCCCC1	0
CCOC(=O)c1ccc(NC(=O)C2CC(=O)N(c3ccc4c(c3)OCCO4)C2)cc1 (stereo not drawn)	3
O=C(CCC1CCCCC1)NCCN1C2=NC[C@H](Cc3ccc(O)cc3)N2C[C@H]1Cc1ccc(O)cc1	3
CC(C)(C)c1ccc(C(=O)NCCC(=O)Nc2ccc(S(=O)(=O)Nc3nccs3)cc2)cc1	1
O=C(NCC1CCCO1)c1ccc(S(=O)(=O)N2CCC(c3nc4ccc(Cl)cc4[nH]3)CC2)cc1 (stereo not drawn)	-1
CCCn1nnc(NC(=O)c2ccc(-c3cccc(Cl)c3)o2)n1	2
CCOc1ccc2oc(C(=O)OCC(=O)NCc3ccc(OC)cc3)c(C)c2c1	0
Cc1ccc(C(=O)OCC2OC3OC(C)(C)OC3C2O)cc1 (stereo not drawn)	-1

4 entries drawn at random from those above:
SMILES	TbREL1 primary
COc1ccccc1C1=NNC(=Nc2cccc(S(=O)(=O)N(C)C)c2)SC1	2
O=C(NCC1CCCO1)c1ccc(S(=O)(=O)N2CCC(c3nc4ccc(Cl)cc4[nH]3)CC2)cc1 (stereo not drawn)	-1
COc1ccc(S(=O)(=O)N2CCOCC2)cc1C(=O)N1CCCCCC1	0
Cc1ccc(C(=O)c2c3ccc(C(F)(F)F)cc3nn2CCC(N)=O)cc1	-2

Further results follow:
SMILES	TbREL1 primary
COc1ccc(NC(=S)NCc2ccc3c(c2)cc(C)n3C)cc1	-1
Cc1ccc(S(=O)(=O)NC2(C(F)(F)F)NC(=O)N(CCc3ccccc3)C2=O)cc1 (stereo not drawn)	1
O=C(Nc1ccc(NC(=O)c2cccs2)c(Cl)c1)c1cccs1	3
CC1CC2=C(C(=O)O1)C(c1ccccc1)Nc1ccccc1N2 (stereo not drawn)	4
CCn1c2ccc(Cl)cc2c2nc3ccccc3nc21	3
Clc1ccc(Oc2nc(N3CCOCC3)nc(N3CCOCC3)n2)c(C2CCCCC2)c1	-2
O=C1C2CC=CCC2C(=O)N1c1ccc(NCCc2ccccc2)c([N+](=O)[O-])c1 (stereo not drawn)	5
CCCCCOc1ccc(OC(=O)c2ccncc2)cc1	-1
Cc1ccc(NC(=O)c2ccc(OCc3c(C)noc3C)cc2)nc1	2
O=C(O)CN1C(=O)CC(c2ccccc2)CC1=O	-1
COc1ccccc1NC(=O)C1CC(=O)N(c2ccc(F)cc2)C1 (stereo not drawn)	7
CCS(=O)(=O)N1CCC(C(=O)NCCN2CCOCC2)CC1	2
COc1cc(OC)c(NS(=O)(=O)c2ccc3c(c2)NC(=O)CO3)cc1Cl	-5
Cc1ccc(S(=O)(=O)NCCC(=O)NCC(c2cccs2)N(C)C)cc1C (stereo not drawn)	-3
Cc1ccc(NC(=O)CN2C(=O)N/C(=C/c3ccc(C)o3)C2=O)cc1	0
CC(C)CCCN1CCN=C1Nc1ccccc1	1
O=C(NCc1ccco1)c1ccc2c(c1)OCCO2	5
COc1ccccc1CCNC(=O)c1ccc(Br)s1	2
CCOC(=O)c1[nH]c2ccccc2c1NC(=O)c1ccc(S(=O)(=O)N(C)C)cc1	3
COc1ccccc1NC(=O)NCCN1C(=O)C2C3C=CC(C3)C2C1=O (stereo not drawn)	-2
CCNC(=O)N(C)c1c(CC)nc2ccc(C(=O)N3CCN(S(=O)(=O)CC)CC3)cn12	10
Cc1ccc(-n2nnnc2SCC(=O)NC2CCCc3ccccc32)c(C)c1 (stereo not drawn)	2
C/C(=N\NC(=O)CN1CCN(Cc2ccccc2)CC1)c1ccncc1	-4
CCC(=O)Nc1ccc(NC(=O)c2ccc3ccccc3c2)cc1	2
CCOc1ccccc1NC(=O)CSc1nc(N)c(C#N)cc1C#N	5
CC1(c2nnc(-c3ccncc3)o2)CC(c2cccnc2)=NO1 (stereo not drawn)	1
